INS promoter inh – TRM-6 insulin promoter activity inhibition; TRM-6 cells (human fetal islet line), insulin promoter-eGFP reporter, imaging; reporter expression induced with tamoxifen; inhibition, % at 2 µM; 0.9% of 130,000 active;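 active = inhibition above the mean plus 3 SD, with well images judged a real hit on visual review, cut at about 60% in these data, passing the limit was not always enough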
sdo1 growth – compounds rescuing growth of sdo1-depleted yeast, bone marrow failure model. S. cerevisiae sdo1-depleted JHY4D growth rescue, OD600 30 h; active compounds read high; pdr5 snq2 efflux-pump mutant strain. z-score at 10 µM. 0.21% of 140,000 active. AID 817;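 active = z-score above 3 at both the 24 hr and the 30 hr optical density reads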;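 also: z-score against mean and SD of all compound wells on the same plate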
sdo1 growth Rescue 24 h – second read-out of sdo1 growth, no call of its own (marks repeat the call); z-score; S. cerevisiae sdo1-depleted JHY4D growth rescue, OD600; measured here: growth rescue at 24 h;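 0 is the plate mean of compound wells and units are plate SD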
Numbers without * were called inactive; x = not tested or not shown. These rows are one share of the data; count on the stated rates, not on these rows.

SMILES | INS promoter inh | sdo1 growth | sdo1 growth Rescue 24 h
FC(F)(F)c1cccc(-n2nnnc2C2(N3CCOCC3)CCCCC2)c1 | x | -1.4 | -1.2
S=C1NCCN1 | 9 | 1.2 | 1.1
Nc1cccc(N=Cc2c(O)n(Cc3ccc(F)cc3)c(=O)[nH]c2=O)c1 | 29 | -1.3 | -1.2
Cc1c(C(c2ccccc2Cl)c2c(O)c3ccccc3oc2=O)c(=O)n(-c2ccccc2)n1C (configuration not stated) | -7 | 0.17 | 0.22
Nc1c(C(=O)NCCCc2ccccc2)c2nc3ccccc3nc2n1Cc1cccs1 | 38 | -1.8 | -0.21
Cc1nn(Cc2ccccc2)c(C)c1C(=O)NCc1ccccc1 | 25 | x | x
COc1cc(/C=N/NC(=O)CN2CC(c3ccccc3)CC2=O)ccc1OC(=O)N(C)C (configuration not stated) | -83 | 0.25 | -0.19
COc1ccc(C2=NCC(=O)N(CC(=O)NCc3ccco3)c3sc4c(c32)CCCC4)cc1OC | -14 | 0.47 | 0.37
CC(=O)CC(C)(C)n1c[n+](C)nn1 | -9 | 0.64 | 0.11
CCn1c(O)c(/C=N/NC(=O)c2ccncc2)c(=O)[nH]c1=S | 0 | -0.13 | -0.04
CCCCN1C(=O)C(C2c3ccccc3C(=O)N2Cc2ccccc2)C(=O)NC1=S (configuration not stated) | -26 | 1.4 | 1.7
COc1ccccc1CN1CCN(C(=O)COc2cccc(C)c2)CC1 | x | 0.28 | -0.12
COc1cccc(C2(O)CCN(CC(=O)Nc3nc(C)cs3)CC2)c1 | -426 | x | x
COc1cc(Cn2c(N)c(C(=O)NCc3ccco3)c3nc4ccccc4nc32)cc(OC)c1OC | 38 | 0.1 | 0.1
CNC(=O)OCCc1n(C)cc[n+]1C | -20 | 0.87 | 0.44
C=Cn1c(P(=S)(N2CCOCC2)N2CCOCC2)cc2c1CCCC2 | -85 | -0.26 | 0.36
O=C(c1ccc(Cl)cc1)C1CCCN(Cc2ccon2)C1 (configuration not stated) | 25 | x | x
C=CCn1c(=O)c(C=Nc2c(OC)cccc2[N+](=O)[O-])c(O)n(CCCC)c1=O | -93 | 0.04 | 0.54
COC(=O)C(O)(c1ccc(N(C)C(=O)c2ccc(Cl)c(Cl)c2)cc1)C(F)(F)F (configuration not stated) | -48 | -0.35 | -0.69
CCCCN1C(=O)NC(=O)C2(Cc3c(nc4ccccn4c3=O)N3CCc4ccccc4C32)C1=O (configuration not stated) | x | -0.41 | -0.27
CCOc1ccc(-c2cc(C)[n+](CCO)c(-c3ccc(OCC)cc3)c2)cc1 | 31 | x | x
COc1ccc(OC(=O)N(C)C)c(CN(C)C)c1 | 6 | 1.2 | 1.4
CC(C)c1oc(=O)cc2c1[C@@H](O)[C@H]1OC(=O)[C@@]3(C)C[C@@H](O)[C@@H](O)[C@@]2(C)C13 (some centres not stated) | -45 | 0.21 | -0.25
CCC(C)NC(=O)c1c(N)n(CC2CCCO2)c2nc3ccccc3nc12 (configuration not stated) | -22 | -2.3 | -1.4
Cn1ccc(NC(=O)CCl)n1 | 29 | x | x

The list goes on, starting with the last two of the part before.
SMILES | INS promoter inh | sdo1 growth | sdo1 growth Rescue 24 h
CCC(C)NC(=O)c1c(N)n(CC2CCCO2)c2nc3ccccc3nc12 (configuration not stated) | -22 | -2.3 | -1.4
Cn1ccc(NC(=O)CCl)n1 | 29 | x | x
O=C1C2CCCN2C(c2ccccc2)N1c1ccccn1 (configuration not stated) | x | -0.81 | -1.1
O=C1NC(=O)C2(Cc3ccccc3N3CCCC32)C(=O)N1c1ccccc1 (configuration not stated) | 2 | -0.05 | -0.07
O=c1[nH]c(O)c(C=Nc2ccccc2[N+](=O)[O-])c(=O)[nH]1 | -33 | x | x
COc1ccc(CN2C(=O)NC(=O)/C(=C\c3ccc(OC)c(OC)c3OC)C2=O)cc1 | -136 | x | x
COc1ccc(-n2c(O)c(C(C)=NC3CC3)c(=O)[nH]c2=O)cc1 | 33 | 0.47 | 0.35
CCOC(=O)c1c(NC(=O)C(c2ccccc2)c2ccccc2)sc2c1C1CCN2CC1 | 14 | -0.93 | -0.65
C(=NC12CN3CN(CN(C3)C1)C2)c1cccnc1 | -12 | -0.87 | -1.3
COc1ccc(N=Cc2c(O)n(-c3ccc(C)cc3)c(=O)[nH]c2=O)cc1 | 83* | x | x
O=c1[nH]c(=O)n(CCc2ccccc2)c(O)c1C=NCCCn1ccnc1 | x | -0.37 | -1.1
O=C(O)C1CN2CCC1CC2 (configuration not stated) | x | 0.68 | 0.69
O=C(COc1ccccc1)N1CCN(C/C=C/c2ccccc2)CC1 | -100 | 0.26 | -0.04
CC(=NCc1ccco1)c1c(O)n(C)c(=O)n(C)c1=O | 44 | 0.64 | 0.61
O=S(=O)(c1ccc(Cl)cc1)N1CN2CCN(C2)C1 | 21 | 0.48 | 0.4
COc1ccc2c(CN3CC=C(c4ccccc4)CC3)cc(=O)oc2c1 | 14 | x | x
CCOC(=O)c1c(N)n(Cc2ccccc2)c2nc3ccccc3nc12 | 36 | -1.3 | -0.07
CCOC(=O)C1SC2(C(F)F)CC1(O)c1c(c(OC)c3occc3c1OC)O2 (configuration not stated) | -32 | -0.09 | 0.14
O=C1C=C2C=C[C@H]3C[C@]2(O1)[C@@H]1CCCCN13 | -52 | 0.1 | -0.41
Nc1ccncc1 | 5 | 0.14 | 0.17
CC(C)(C)C(=O)OCC12CCC(O1)C1(C)C(=O)OCC21 (configuration not stated) | 22 | 1 | 0.94
Cc1nc2ccc(N3CCN(C)CC3)cc2nc1C | 27 | x | x
Fc1ccccc1CCNCc1cccc(Cl)c1Cl | 0 | 0.25 | -0.82
CCN(CC)C(=O)N[C@H]1C[C@@H]2c3cccc4[nH]cc(c34)C[C@H]2N(C)C1 | 27 | 0.31 | -0.2
CNC(=S)N/N=C1\C2CN3CCN(C2)CC1(c1ccccc1)C3 | 7 | -0.64 | -1.5
O=C1NC(=O)C(CCc2ccncc2)(CCc2ccncc2)C(=O)N1C1CCCCC1 | 0 | x | x
CCOc1ccc(N2C(=O)NC(=O)/C(=C\c3cc(OC)c(OC)cc3[N+](=O)[O-])C2=O)cc1 | 28 | 1.2 | 1.4

Among those listed so far, 5 have fluorine:
SMILES | INS promoter inh | sdo1 growth | sdo1 growth Rescue 24 h
FC(F)(F)c1cccc(-n2nnnc2C2(N3CCOCC3)CCCCC2)c1 | x | -1.4 | -1.2
Nc1cccc(N=Cc2c(O)n(Cc3ccc(F)cc3)c(=O)[nH]c2=O)c1 | 29 | -1.3 | -1.2
COC(=O)C(O)(c1ccc(N(C)C(=O)c2ccc(Cl)c(Cl)c2)cc1)C(F)(F)F (configuration not stated) | -48 | -0.35 | -0.69
CCOC(=O)C1SC2(C(F)F)CC1(O)c1c(c(OC)c3occc3c1OC)O2 (configuration not stated) | -32 | -0.09 | 0.14
Fc1ccccc1CCNCc1cccc(Cl)c1Cl | 0 | 0.25 | -0.82

Further compounds:
SMILES | INS promoter inh | sdo1 growth | sdo1 growth Rescue 24 h
O=C(c1cccnc1)c1cc2ccccc2[nH]1 | 3 | 0.46 | 0.38
Cc1cccc(N2C(=O)/C(=C/c3ccc(N4CCN(C)CC4)o3)C(=O)NC2=S)c1C | -73 | 1.5 | 1
CC(=O)Nc1ccccc1C(=O)OCC(=O)c1ccccc1Cl | -43 | -0.74 | -0.63
CCC(=NCc1ccco1)c1c(O)n(Cc2ccccc2)c(=O)[nH]c1=O | x | -0.82 | -1.1
CN1CCC2(CC1)N=C(c1ccc(F)cc1)C(=S)N2 | -64 | x | x
CCCCCCN=C(CC)c1c(O)n(CCCC)c(=O)[nH]c1=O | 21 | -1.3 | -0.14
O=C(COc1ccc2ccccc2c1)N1CCN(Cc2c[nH]c3ccccc23)CC1 | 30 | -1.2 | -0.61
C#CCN1C(=O)C2(C(C#N)=C(N)OC(C)=C2C(=O)OCc2ccccc2)c2ccccc21 (configuration not stated) | x | -0.51 | -0.8
CCCCN1C(=N)C(CC)(CC)C(=O)NC1=O | 33 | 0.28 | -0.4
CCCn1ncc(C(=O)O)c1C | x | 0.99 | 0.63
CN(C)C(=O)CSc1nnc([C@@H](N)Cc2ccccc2)o1 | x | 0.89 | 0.66
CC(C)C1(C)N=C(c2nc3ccccc3cc2C(=O)O)NC1=O (configuration not stated) | x | 0.97 | 0.33
N#CCCn1cc(C(=O)Nc2ccccc2Br)c(-c2ccc3c(c2)OCCO3)n1 | x | -0.51 | -0.35
CCOP(=O)(C#CC(C)(C)C)C(C)(O)c1ccccc1 (configuration not stated) | -36 | 1 | 0.81
OCc1cnc[nH]1 | 33 | 0.6 | 0.57
CC(C)Oc1ccc(C2C(C#N)=C(N)Oc3c2c(=O)oc2ccccc32)cc1 (configuration not stated) | -37 | -0.49 | -0.51
CC(N)Cc1c[nH]c2cc3c(cc12)OCCO3 (configuration not stated) | 28 | 0.75 | 0.95
O=[N+]([O-])c1ccc(C2C3C(c4ccccc4)=NC4(CCCC4)N32)cc1 (configuration not stated) | -33 | -0.29 | 0.32
CC(=O)c1c(O)n(C)c(=S)n(-c2ccccc2)c1=O | 18 | 1.8 | 2
Cc1c(C(c2ccc(Cl)cc2Cl)c2c(O)c3ccccc3oc2=O)c(=O)n(-c2ccccc2)n1C (configuration not stated) | 47 | x | x
Cc1ccc(C(=O)C2(C)N(O)C(C)C(c3cccs3)=[N+]2[O-])cc1 (configuration not stated) | 23 | 0.09 | -0.37
CN(C)C(=O)On1c(-c2ccccc2)nc2ccc(Cl)cc21 | -17 | -1.2 | -0.98
COc1ccccc1CN1CCN(C(=O)Cc2ccccc2)CC1 | x | 1.2 | 1.7
Fc1cccc(C2NCCc3[nH]cnc32)c1 (configuration not stated) | 6 | 1.5 | 1.4
CCCCn1c(C)c(C(=O)O)c2cc(OC)ccc21 | -7 | -0.57 | -1.1

(continued)
SMILES | INS promoter inh | sdo1 growth | sdo1 growth Rescue 24 h
CN1CCC2(CC1)C(C#N)=C(N)NC(S)=C2C#N | x | 0.91 | 0.86
CCc1c(C)nc(N)nc1N1N=C1SCC#N | -14 | 1.7 | 0.13
Cc1ccc(N=Nc2c(O)[nH]c(=O)[nH]c2=O)c([N+](=O)[O-])c1 | x | 0.96 | -0.11
Cc1nn(Cc2ccccc2)c(C)c1C=C1C(=O)NC(=S)NC1=O | -5 | 0.8 | 1.6
Cc1nn(Cc2ccccc2)c(C)c1C(=O)OCC(=O)NCc1ccco1 | 16 | 0.53 | -0.05
C=CCn1c(O)c(C(C)=NC2CC2)c(=O)[nH]c1=O | -25 | 0.57 | 0.49
Fc1ccc(C2=CCN(C(c3cccs3)c3nnnn3CCc3ccccc3)CC2)cc1 (configuration not stated) | -43 | -0.44 | 0.93
CC(=O)OC1C2CCC1C(N1CCCC1)CC2 (configuration not stated) | -13 | 2 | 2.2
Cn1c2ccccc2c2cnn(CC(=O)N3CCC4(CC3)OCCO4)c(=O)c21 | -15 | 0.5 | 1.1
O=c1[nH]c(CN2CCNCC2)nc2ccccc12 | 3 | -0.7 | 0.6
O=S(=O)(c1ccccc1)N1CCCCC1c1cccnc1 (configuration not stated) | -23 | 0.04 | -0.55
CN1CCc2nc3ccc(F)cc3c(C(N)=O)c2C1 | 32 | 0.99 | 0.86
CCCCn1c(O)c(C=NCCN2CCCCC2)c(=O)[nH]c1=O | x | -0.21 | 0.13
C=CCC1(CN2CCCCCC2=O)C(=O)NC(=O)NC1=O | -118 | 0.97 | 0.19
COC(=O)COc1cc(C)cc2oc(=O)c3c(c12)CCCC3 | x | -1.5 | -1.1
c1ccc(C2CC3CC(c4ccco4)N2O3)cc1 (configuration not stated) | 5 | 0.06 | -0.15
Cc1ccc(S(=O)(=O)N2CN3CCN(C3)C2)cc1 | -86 | 0.31 | 0.5
COc1ccc(OC)c(-n2c(O)c(C=Nc3c(C)n(C)n(-c4ccccc4)c3=O)c(=O)[nH]c2=O)c1 | -50 | -0.03 | -1.5
O=C1/C(=C\c2ccc3c(c2)OCO3)N2CCC1CC2 | x | -0.41 | -0.47
O=C(NCCO)c1nsnc1NCCCl | 37 | x | x
CN1CCc2nc(N)c(C#N)c(-c3ccccc3)c2C1 | 4 | 0.95 | 0.92
O=C1NC(=O)C2(Cc3ccccc3N3CCCC32)C(=O)N1 (configuration not stated) | 25 | 0.53 | -0.67
COC(=O)c1cncn1C(C)c1ccccc1 (configuration not stated) | -314 | 0.11 | -0.76
CC1=C(/C=C/c2ccccc2)CCN(C)C1 | x | 1.2 | 0.84
C#CCN1CCN(c2cccc(C(F)(F)F)c2)CC1 | 56 | x | x
Cn1cccc1CNCCc1ccccc1 | 15 | -0.55 | -0.79
COc1ccc(NC(c2ccccc2)P(=O)(Oc2ccccc2)Oc2ccccc2)cc1 (configuration not stated) | x | 0.61 | 0.93
CCOC(=O)c1nc2ccccc2c(=O)n1-c1ccc(C)cc1 | -8 | -1.1 | -1.6
O=c1cccc2n1CC1CC2CN(Cc2c(Cl)cccc2Cl)C1 (configuration not stated) | x | -1.5 | -0.6

Ordered by number of heavy atoms (low to high): part of the list above
SMILES | INS promoter inh | sdo1 growth | sdo1 growth Rescue 24 h
CC(=O)OC1C2CCC1C(N1CCCC1)CC2 (configuration not stated) | -13 | 2 | 2.2
CN1CCC2(CC1)C(C#N)=C(N)NC(S)=C2C#N | x | 0.91 | 0.86
CN1CCc2nc3ccc(F)cc3c(C(N)=O)c2C1 | 32 | 0.99 | 0.86
COC(=O)COc1cc(C)cc2oc(=O)c3c(c12)CCCC3 | x | -1.5 | -1.1
COc1ccc(NC(c2ccccc2)P(=O)(Oc2ccccc2)Oc2ccccc2)cc1 (configuration not stated) | x | 0.61 | 0.93

Assay outcomes (PubChem)
